# p53 reactivation = mutant p53 re-activation in reporter cells | H1299 p53-A138V BP100-luciferase reporter, luminescence, 24 h | Potency, µM (highest dose often 92.2 µM), for inactives: top-dose activity change, positive = activation, most hits filed as activators | 320,000 compounds, 0.063% hits; also: % of control where 0% means no effect; nearly all actives have a fitted effect of over 45% in size
#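 p53-null H1299 cells stably carrying temperature-sensitive p53-A138V and a BP100-luciferase reporter were pinned with compounds (4-point, 1:5 series) and held 24 hrs at 37 deg C. Luminescence was read 10 min after detection reagent.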
# RORg inh = inhibitors of mouse ROR gamma transcriptional activity; P51450; Potency, µM (highest dose often 53.6 µM), for inactives: at the top dose activity change, negative = inhibition, hits mostly inhibitors; AID 2551; 310,000 compounds, 5.4% hits; Drosophila S2 Gal4-RORgamma UAS-luciferase reporter, 20 h; also: % is scaled to controls: 0 for no effect and ±100 for the full control effect; nearly all actives have a fitted effect of over 60% in size
#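 Compounds are pin-transferred onto Drosophila Schneider cells expressing a copper-inducible Gal4–ROR gamma transactivation domain fusion. After 1 hr, copper sulfate is added to 700 uM final; luciferase is read 20 hr later.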
# Rab9 promoter act = Rab9 promoter activation; Huh7 Rab9 promoter-luciferase reporter, luminescence, 24 h; 320,000 compounds, 2.8% hits; Potency, µM (titrated, usually from 9.22 µM), inactives show at the top dose activation, negative = inhibition, hits mostly activators; also: % of control where 0% means no effect; nearly all actives have a fitted effect of over 60% in size
#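 Luciferase signal after 10 min detection reagent at ambient indicates Rab9 promoter upregulation; stably transfected Huh7 cells were treated 24 h with compound in DMSO at 37 °C, 5% CO2.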
# FLuc counter = firefly luciferase modulation, counter-screen for miR-21 project | P08659 | purified FLuc, Km substrates, luminescence inhibition | Potency, µM (top dose mostly 57.5 µM), inactives show top-dose activity change, negative = inhibition, hits mostly inhibitors | 360,000 compounds, 6.9% hits | AID 588342;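 also: plate controls were vehicle for no effect and reference inhibitor for full effect; nearly all actives have a fitted effect of over 55% in size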
# Target sequence (P08659 whole entry, looked up): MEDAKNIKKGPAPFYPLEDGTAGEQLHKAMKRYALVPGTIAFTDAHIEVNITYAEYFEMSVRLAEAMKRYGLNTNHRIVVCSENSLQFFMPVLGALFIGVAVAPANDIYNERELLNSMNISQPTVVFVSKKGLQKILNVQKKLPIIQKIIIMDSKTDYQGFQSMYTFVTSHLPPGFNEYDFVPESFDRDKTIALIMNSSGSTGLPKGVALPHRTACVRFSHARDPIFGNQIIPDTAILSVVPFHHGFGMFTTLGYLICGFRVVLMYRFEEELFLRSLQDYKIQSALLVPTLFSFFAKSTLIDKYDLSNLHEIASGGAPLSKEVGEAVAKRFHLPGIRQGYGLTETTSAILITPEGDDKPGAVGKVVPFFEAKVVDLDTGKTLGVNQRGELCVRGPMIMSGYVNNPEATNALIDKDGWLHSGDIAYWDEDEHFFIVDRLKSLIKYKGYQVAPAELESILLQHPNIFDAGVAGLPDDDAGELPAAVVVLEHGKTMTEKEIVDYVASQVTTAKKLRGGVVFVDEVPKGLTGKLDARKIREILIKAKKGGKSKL
#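 Purified P. pyralis luciferase (10nM final) with 10uM D-luciferin and 10uM ATP (Km levels) in 50mM Tris acetate pH 7.5, 10mM Mg acetate, 0.01% Tween-20, 0.05% BSA; qHTS 6-point titration, ~60 µM downward; luminescence read.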
# VP16 counter = counter-screen for ROR gamma inhibitors: Gal4-VP16 reporter | Drosophila S2 Gal4-VP16 UAS-luciferase, luminescence, 20 h | Potency, µM (highest dose often 53.6 µM), without a hit: at the highest dose activity, negative = inhibition, actives largely listed as inhibitors | 310,000 compounds, 3.5% hits | AID 2546;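 also: Gal4-VP16 expression switched on by copper sulfate through the metallothionein promoter; % is scaled to controls: 0 for no effect and ±100 for the full control effect; nearly all actives have a fitted effect of over 50% in size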
# ELG1 genotoxic = inducers of genotoxicity in HEK293T ELG1-luciferase cells | HEK293T ELG1-luciferase reporter, luminescence, 16 h | AID 504466 | 330,000 compounds, 1.3% hits | Potency, µM (series often up to 46 µM), for the others: at the top dose activity change, positive = activation, actives largely listed as activators; also: % of control where 0% means no effect; nearly all actives have a fitted effect of over 60% in size
#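 Reporter readout depends on ELG1 protein level, which increases with genetic stress. After 16 hr compound exposure at 37 °C, luciferase activity was quantified using ONE-Glo.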
# uPA surface inh = inhibitors of cell surface uPA generation; cell surface uPA generation assay, qHTS; Potency, µM (doses to about 38.3 µM), for the others: top-dose activity change, negative = inhibition, actives largely listed as inhibitors; 330,000 compounds, 0.31% hits; AID 540303; active = well fitted inhibition curve with a large enough effect; inconclusive = small, poorly fitted or top-dose-only effect; inactive = no such curve, though single readings can be large or run the other way; tested in mouse RAW 264.7 cells; also: % is scaled to controls: 0 for no effect and ±100 for the full control effect; nearly all actives have a fitted effect of over 55% in size
# NPC1 prom act = activators of NPC1 promoter; Huh7 NPC1 promoter luciferase reporter, 24 h; Potency, µM (series often up to 9.22 µM), inactives show top-dose activation, usual class: activators; 320,000 compounds, 2.4% hits; AID 485313;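 also: % of control where 0% means no effect; nearly all actives have a fitted effect of over 60% in size; reporter is driven by a mutant NPC1 promoter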
#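 Huh7 cells stably carrying NPC1 promoter–luciferase, plated in Opti-MEM with 10% FBS for 2 h, were exposed to compound in DMSO for 24 h at 37 °C; luciferase reagent was added for 10 min and luminescence read.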
# MBNL1-CUG inh = inhibitors of human MBNL1 binding to CUG repeat RNA. Q9NR56. TR-FRET MBNL1-His/biotin-(CUG)12 binding, 665/545 ratio. Potency, µM (highest dose often 57.5 µM), without a hit: at the top dose activity change, negative = inhibition, most hits filed as inhibitors. 280,000 compounds, 0.036% hits. AID 2675; active = well fitted inhibition curve with a large enough effect in the signal ratio, with a control signal flat, not every such curve was filed as active; inconclusive = small, poorly fitted or top-dose-only effect, or effect the other way, or a change in a side signal; inactive = no such curve, though single readings can be large or run the other way; the % refers to the signal ratio; also: % is scaled to controls: 0 for no effect and ±100 for the full control effect
# Target sequence (Q9NR56 whole entry, looked up): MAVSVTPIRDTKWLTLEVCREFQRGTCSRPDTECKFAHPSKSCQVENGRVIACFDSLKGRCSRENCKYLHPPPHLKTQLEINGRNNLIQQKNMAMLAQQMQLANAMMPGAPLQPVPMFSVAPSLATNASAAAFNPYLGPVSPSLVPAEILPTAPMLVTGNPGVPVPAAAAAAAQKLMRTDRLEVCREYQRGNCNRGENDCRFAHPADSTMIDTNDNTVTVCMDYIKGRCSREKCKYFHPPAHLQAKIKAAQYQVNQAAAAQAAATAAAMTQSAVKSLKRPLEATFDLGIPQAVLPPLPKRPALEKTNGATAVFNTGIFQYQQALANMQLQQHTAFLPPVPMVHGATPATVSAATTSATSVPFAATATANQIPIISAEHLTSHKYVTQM
#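 TR-FRET between His-tagged MBNL1 and biotin-(CUG)12 RNA, detected with Tb anti-His antibody (0.055 ng/ul) and streptavidin-XL665 (5 nM), 60 min at room temperature. Compounds titrated 92 nM to 58 uM; 665/545 nm ratio normalized to buffer and complex controls.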
# BRCA1 expr up = increases BRCA1 expression | MCF7-BRCA1-FFLuc reporter, luminescence, 48 h; response scale: scaled: vehicle 0%, 10 µM genistein 100% | Potency, µM (highest dose often 46.1 µM), for inactives: top-dose activation, hits mostly activators | 380,000 compounds, 1.1% hits; also: nearly all actives have a fitted effect of over 80% in size; some results filed as inactive show a strong effect at the top dose
#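 MCF7-BRCA1-FFLuc cells, 2000/well in phenol-red-free MEM, attached 2 h then treated 48 h at 37 C. Luciferase luminescence read 15 min after reagent; normalized to genistein maximum activation (10microM) and DMSO, concentration-response fitted.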
# * = called active by the depositor; ? = inconclusive; / = not tested or not shown; & = joins results of further samples; [ ] = remark or other dose. Unless noted, calls follow the shape of the dose curve; as a rule, active = well fitted curve in the direction sought with a large enough effect; inconclusive = small, poorly fitted or top-dose-only effect, or another doubt; inactive = no such curve, though single readings can be large; an effect the other way counts as inactive or inconclusive. Potency is read from the fitted curve at half-maximal effect.
SMILES,p53 reactivation,RORg inh,Rab9 promoter act,FLuc counter,VP16 counter,ELG1 genotoxic,uPA surface inh,NPC1 prom act,MBNL1-CUG inh,BRCA1 expr up
CC(NC(=O)C12CC3CC(CC(O)(C3)C1)C2)c1ccccc1 (stereo not drawn),2%,2%,-1%,0%,-6%,-1%,0%,0%,3%,1%
O=c1oc(-c2cccs2)nc2ccc(Cl)cc12,6%,35%,16%,?,4%,-1%,8%,2%,-17%,6%
CC(C)NC(=O)c1cc(=O)n(C)c(=O)n1C,-15%,-1%,-6%,-1%,-14%,0%,-2%,-2%,-4%,-6%
NC(=O)COC(=O)[C@@H]1CC(O)CN1S(=O)(=O)c1ccc2c(c1)OCCO2 (stereo partly drawn),1%,-1%,0%,1%,-6%,0%,2%,-2%,-11%,4%
CCc1ccc(/C=C2\SC(=S)N(CCC(=O)Nc3cc(C)on3)C2=O)cc1,-6%,14%,-6%,17µM*,1%,-2%,4%,2%,-12%,-87%
O=C(c1cccc(C(F)(F)F)c1)C1CCCN(Cc2cccc(OCCO)c2)C1 (stereo not drawn),1%,-1%,0%,-1%,-3%,-9%&-7%,2%,5%,-2%,-31%&8%
O=C(O)c1cccc(S(=O)(=O)Nc2ccc3c(c2)CCC3)c1,-4%,?,4%,?,10µM*,5%,13%,-1%,1%,4%
CCCCCC(=O)NNC(=O)c1c(O)c2ccccc2n(CC)c1=O,5%,43%,21%,-11%,1%,5%,2%,0%,9%,-39%
COc1ccc(S(=O)(=O)Nc2cc3c4c(c2)CCN4C(=O)CC3)cc1,-4%,/,-4%,3%,/,?,2%,-6%,/,-16%
CC(C)OC(=O)c1cc(Cl)c(=O)n(Cc2ccc(Cl)cc2Cl)c1,-7%,2%,12%,-1%,-2%,-4%,-19%,-8%,0%,-19%
COc1ccc(N2CCN(C(=O)CCSCc3ccccc3F)CC2)cc1,0%,26%,0%,5%,6%,-22%,2%,-4%,-6%,-20%
CCOc1ccc(S(=O)(=O)/N=C(/Nc2ccc(C(C)=O)cc2)c2ccccc2)cc1,11%,/,/,/,/,-8%,-2%,/,/,-34%
COc1cc(/C=N\NS(=O)(=O)c2ccccc2)cc(OC)c1OC,/,-2%,3%,4%,5%,2%,5%,-3%,2%,3%
c1ccc2c(c1)nc1n2CCN1CCN1CCCC1,1%,5%,1%,1%,-8%,0%,1%,-2%,-2%,-12%
O=c1c2cnn(-c3ccccc3)c2nc(-c2cccs2)n1-c1cccc(Cl)c1,-6%,42%,-1%,-11%,-4%,-3%,-6%,0%,7%,-75%
CCn1c(/C=C2\C(=O)N(C(C)C)c3ccccc32)nc2ccccc2c1=O,0%,-11%,?,-3%,-3%,0%,4%,-3%,4%,-39%
Cc1ccc2c(c1)[C@H]1[C@H](CO2)[C@H](c2ccccc2)[C@]2(C)C(=O)N(Cc3ccco3)CC(=O)N12,0%,/,/,/,/,-4%,-18%,/,/,-12%
Cc1ccc(C(=O)N2CC(=O)Nc3ccc(C)cc3C2c2ccccc2)cc1 (stereo not drawn),-4%,?,0%,2%,-7%,-2%,-2%,4%,-3%,-31%
COCCn1c(C)cc(C(=O)COC(=O)Cc2n[nH]c(=O)c3ccccc23)c1C,-1%,/,?,24µM*,/,9%,-3%,26%,/,8.9µM*
CCOC(=O)c1c(NC(=O)CSc2nc3ccccc3o2)sc(C)c1C,?,9%,8%,-2%,-1%,-3%,-1%,0%,0%,-45%
COc1cc2c(cc1NC(=O)Nc1ccc(F)cc1)oc1ccccc12,1%,-4%,-3%,-1%,?,3%,3%,12%,1%,-55%
COC(=O)c1ccc(OCC(=O)N2CCCc3ccccc32)cc1,-1%,0%,-1%,-17%,2%,1%,0%,-1%,-2%,10%
CCCn1c2ccccc2c2cnn(CC(=O)NC3CCCC(C)C3C)c(=O)c21 (stereo not drawn),3%,-3%,-8%,1%,0%,12%,15%,-7%,80%[activator],17%
O=C(NNC(=O)c1ccc2ccccc2c1O)c1cccs1,5%,16µM*,15%,27µM*,?,8%,-3%,12%,12%,36%
Cc1cc(C)c(NC(=O)C2CCCO2)c(C)c1NC(=O)C1CCCO1 (stereo not drawn),3%,-33%,3%,3%,-6%,5%,-1%,-3%,0%,1%
N#CCc1nn(-c2ccc(F)cc2)c(N)c1C#N,2%,7%,-2%,-1%,9%,0%,15%,-2%,2%,-27%
CC(C)CNC(=O)c1cc2nc3c(c(C(F)(F)F)n2n1)CCc1ccccc1-3,-3%,-9%,1%,-4%,-6%,14%,-4%,1%,1%,13%
COc1ccc(CCn2c(C)cc(C(=O)COC(=O)c3cnc(C)cn3)c2C)cc1,-5%,/,-5%,6%,/,0%,3%,-1%,/,-17%
Cc1ccc(CNC(=O)c2ccc(N3CCC4(CC3)CC(c3ccccc3)=NO4)c(NC(=O)c3cccc(C)c3)c2)cc1,-6%,/,-2%,-1%,/,2%,13%,-1%,/,18%
Cc1ccc(CNC(=O)CCNC(=O)Cn2ccc3ccccc3c2=O)cc1,-5%,-18%,-1%,-2%,-7%,1%,0%,-2%,11%,4%
COc1ccc(N2CCN(C(CNC(=O)C(=O)NCc3ccc4c(c3)OCO4)c3ccco3)CC2)cc1 (stereo not drawn),-2%,1%,-12%,1%,-10%,-4%,-1%,-15%,-6%,-16%
CN(C)Cc1cc2ccccc2c2c1COC2,-3%,1%,-1%,-2%,3%,2%,0%,-1%,8%,-5%
CC1CN(C(=O)COC(=O)c2cc(=O)c3ccccc3o2)CC(C)O1 (stereo not drawn),1%,-8%,-2%,0%,-4%,2%,3%,0%,?,7%
NC(=O)c1ccc(NC(=O)COC(=O)c2c[nH]c3ccccc23)cc1,7%,/,3%,0%,/,5%,1%,6%,/,-13%
CC1CCN(c2nc(-c3ccccc3)cc(C(F)(F)F)n2)CC1,-7%,-2%,-1%,-1%,2%,-1%,3%,-1%,-4%,-2%
CC1c2ccccc2SC(CCCN(C)C)c2ccccc21 (stereo not drawn),-16%,?,0%,0%,?,-1%,4%,1%,-24%[11.5 µM],-28%
CCOc1ccccc1OCC(=O)O,1%,9%[10 µM],7%,-4%,-5%,-6%,-5%,12%,-9%,41%
CC1(C)C2CCC1(CS(=O)(=O)N1CCOCC1)C(=O)C2 (stereo not drawn),2%,9%,-8%,-1%,-10%,1%,/,-4%,-6%,1%
C#CCOCCOCCOCCNc1nc(N2CCOCC2)nc(N2CCN(C(=O)[C@H](CCC(=O)O)n3cc([C@@H](N)CCCCN)nn3)CC2)n1,0%,/,/,/,/,0%,31%[activator],/,/,-9%
N#Cc1ccc(NC(=O)Cn2cnc(S(=O)(=O)N3CCCCC3)c2)cc1,-8%,24%,-1%,-1%,-4%,-7%,0%,1%,9%,0%
NC(=O)[C@H]1CC2(CC(c3cccc(NC(=O)c4ccccc4)c3)=NO2)CN1C(=O)[C@H]1CCC(=O)N1 (stereo partly drawn),2%,-10%,5%,?,-5%,1%,-20%,1%,3%,22%
Cc1cccc(NC(=O)NNC(=O)c2ccccn2)c1,11%,/,/,/,/,2%,-6%,/,/,2%
Cc1cc(NS(=O)(=O)c2ccc(NC(=O)/C=C/c3c(F)cccc3Cl)cc2)nc(C)n1,/,/,0%,?,/,0%,-3%,2%,4%,-2%

# Filtered by structure: the compounds so far with fluorine
SMILES,p53 reactivation,RORg inh,Rab9 promoter act,FLuc counter,VP16 counter,ELG1 genotoxic,uPA surface inh,NPC1 prom act,MBNL1-CUG inh,BRCA1 expr up
O=C(c1cccc(C(F)(F)F)c1)C1CCCN(Cc2cccc(OCCO)c2)C1 (stereo not drawn),1%,-1%,0%,-1%,-3%,-9%&-7%,2%,5%,-2%,-31%&8%
COc1ccc(N2CCN(C(=O)CCSCc3ccccc3F)CC2)cc1,0%,26%,0%,5%,6%,-22%,2%,-4%,-6%,-20%
COc1cc2c(cc1NC(=O)Nc1ccc(F)cc1)oc1ccccc12,1%,-4%,-3%,-1%,?,3%,3%,12%,1%,-55%
N#CCc1nn(-c2ccc(F)cc2)c(N)c1C#N,2%,7%,-2%,-1%,9%,0%,15%,-2%,2%,-27%
CC(C)CNC(=O)c1cc2nc3c(c(C(F)(F)F)n2n1)CCc1ccccc1-3,-3%,-9%,1%,-4%,-6%,14%,-4%,1%,1%,13%
CC1CCN(c2nc(-c3ccccc3)cc(C(F)(F)F)n2)CC1,-7%,-2%,-1%,-1%,2%,-1%,3%,-1%,-4%,-2%
Cc1cc(NS(=O)(=O)c2ccc(NC(=O)/C=C/c3c(F)cccc3Cl)cc2)nc(C)n1,/,/,0%,?,/,0%,-3%,2%,4%,-2%

# High-throughput results: PubChem BioAssay, National Center for Advancing Translational Sciences (NCATS)
